Source: PubChem BioAssay
IDE inh: inhibits human insulin-degrading enzyme in HEK cells | AID 434962 | inhibition, % at 5.59 µM | hit rate 0.41% among 320,000 | FAbetaB cleavage, fluorescence polarization | P14735;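 active means percent inhibition above the average of all tested compounds plus 3 SD, set per screening campaign, cut at about 16% in these data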;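 further: IDE supplied by intact live HEK cells; FP after avidin binding of uncleaved biotin substrate so inhibition keeps polarization high; 0% = DMSO wells and 100% = 60 µM reference IDE inhibitor Ii1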
M4 PAM: positive allosteric modulators of human muscarinic M4 receptor; P08173; CHO-K1 hM4/Gqi5, Fluo-8 calcium fluorescence, ACh EC20; 0% = ACh EC20, 100% = maximal ACh; activation, % at 3 µM; hit rate 0.4% among 360,000; AID 624126;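 active means activation above its plate's cutoff, the mean activation of sample wells plus 3 SD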; further: some results filed as inactive read as strong as hits
Target sequence (P08173 whole entry, looked up): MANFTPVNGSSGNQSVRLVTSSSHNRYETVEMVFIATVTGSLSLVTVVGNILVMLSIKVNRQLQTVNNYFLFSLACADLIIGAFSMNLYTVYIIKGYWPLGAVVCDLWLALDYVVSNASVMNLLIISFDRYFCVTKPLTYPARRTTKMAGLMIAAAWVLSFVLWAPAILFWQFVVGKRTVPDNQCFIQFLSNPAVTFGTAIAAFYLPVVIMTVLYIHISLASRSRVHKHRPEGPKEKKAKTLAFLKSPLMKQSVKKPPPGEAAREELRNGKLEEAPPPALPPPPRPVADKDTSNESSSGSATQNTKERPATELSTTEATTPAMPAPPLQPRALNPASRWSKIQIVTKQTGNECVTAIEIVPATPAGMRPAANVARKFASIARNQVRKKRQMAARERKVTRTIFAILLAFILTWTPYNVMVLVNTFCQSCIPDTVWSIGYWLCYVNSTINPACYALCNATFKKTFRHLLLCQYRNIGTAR
MEKK3 PB1 HTS: MEKK3-MEK5 PB1 interaction, increase or decrease. Q99759. bead-based flow cytometry, Alexa488-MEK5 binding to MEKK3; actives lie on both sides; 0 = blocked by unlabeled MEK5, 100 = vehicle. binding response (% of control), % at 10 µM. hit rate 1.4% among 290,000;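 active means binding response more than 3 SD above or below the average of its plate-row segment, actives on both sides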;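 further: Alexa488 bead fluorescence after subtracting the streptavidin-only scavenger bead signal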
CRFBP-R2 block: CRF-BP/CRF-R2 complex antagonism. inhibition, % at 11.8 µM. hit rate 0.59% among 350,000. HEK293 CRF-R2/CRF-BP, CRF-induced calcium fluorescence;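 active means inhibition of the ligand-induced calcium signal above about 50% at the single tested concentration, limit read from the data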
GalR3 antag: human GalR3 antagonism. O60755. HEK293 GalR3-CNG cAMP membrane potential fluorescence; galR3 body fused to GalR1 C-terminus. inhibition, % at 3 µM. hit rate 0.44% among 360,000. AID 651719;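 active means inhibition above the screen-wide average plus 3 SD, cut at about 13% in these data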;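 further: forskolin and galanin both at EC90 stimulate the cells; cAMP rise reported by CNG channel membrane potential dye signal; 0% = forskolin plus galanin with DMSO and 100% = forskolin alone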
Target sequence (O60755 1-299 limits assumed): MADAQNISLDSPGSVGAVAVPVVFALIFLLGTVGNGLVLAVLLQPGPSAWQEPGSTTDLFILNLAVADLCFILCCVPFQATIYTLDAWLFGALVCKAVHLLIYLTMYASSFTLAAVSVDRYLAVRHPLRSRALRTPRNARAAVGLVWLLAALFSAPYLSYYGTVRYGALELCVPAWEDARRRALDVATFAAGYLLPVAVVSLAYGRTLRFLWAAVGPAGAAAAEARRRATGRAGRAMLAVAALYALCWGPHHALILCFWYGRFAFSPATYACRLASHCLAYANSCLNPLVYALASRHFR
PHOSPHO1 block: PHOSPHO1 (human) inhibition; recombinant PHOSPHO1, absorbance phosphatase assay; inhibition, % at 13.3 µM; hit rate 1.1% among 290,000; AID 1565; in the data active means inhibition above about 60%
Target sequence (Q8TCT1 whole entry, looked up): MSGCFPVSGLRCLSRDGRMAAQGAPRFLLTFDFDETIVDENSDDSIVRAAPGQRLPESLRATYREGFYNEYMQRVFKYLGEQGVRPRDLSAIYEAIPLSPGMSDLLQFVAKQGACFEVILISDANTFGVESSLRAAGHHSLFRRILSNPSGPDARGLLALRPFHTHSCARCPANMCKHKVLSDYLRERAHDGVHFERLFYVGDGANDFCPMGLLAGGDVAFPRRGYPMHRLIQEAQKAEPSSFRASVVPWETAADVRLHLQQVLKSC
IDE act: IDE (human) activation, cell-based | AID 493087 | hit rate 0.073% among 340,000 | activation, % at 5.96 µM | HEK cells, FAbeta-B cleavage, fluorescence polarization; 0% vehicle, 100% cell-free pure enzyme wells | P14735;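 active means activation above the mean of all tested compounds plus 3 SD, set per screening campaign, cut at about 17% in these data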
p-CIP stab down: lowers stability of the mouse p/CIP coactivator protein; F442A p/CIP-EGFP cells, EGFP fluorescence, 16 h; AID 1984; hit rate 0.01% among 290,000; Q05BA5; decrease of EGFP signal, % at 10 µM;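 active means EGFP signal decrease of at least 30% at 10 µM or well 3 SD below plate mean, unless failing retest; inactive means the rest, including hits failing retest or dose response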; further: some compounds called inactive have numbers as strong as hits; many of its hits are not listed in these tables
CRFBP-R2 agonist: CRF-BP/CRF-R2 complex agonism. hit rate 0.46% among 350,000. AID 588473. HEK293 CRF-R2/CRF-BP, calcium dye fluorescence (FLIPR); percent of saturating CRF peptide response. activation, % at 13.2 µM;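 active means activation of at least 50%, plus an integration ratio under a set limit after plate pattern correction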;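 further: plate controls were neutral control wells without compound for no effect and CRF at EC100 for full effect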
* = called active by the depositor; . = no result given. Only part of the results is shown (hit frequency here may not be typical).

SMILES	IDE inh	M4 PAM	MEKK3 PB1 HTS	CRFBP-R2 block	GalR3 antag	PHOSPHO1 block	IDE act	p-CIP stab down	CRFBP-R2 agonist
O=[N+]([O-])c1ccc(C2[C@H]3C(c4ccccc4)=NC4(CCCCC4)N23)cc1 (stereo not given in full)	0	9	83	-18	-5	9	1	-4	-0.4
COc1ccc(NC(=O)N2CCC3(CC2)OCCO3)cc1	3	-4	96	17	2	32	-2	-6	2.8
CC(C)N1CCN(Cc2ccccc2C(F)(F)F)CC1CCO (stereo not given)	6	1	98	-26	-4	-3	9	-15	1.7
CCOc1ccccc1Oc1coc2cc(OC(=O)N(C)C)ccc2c1=O	-3	-5	112	6	-3	31	-5	-8	-2.3
CCOP(=O)(OCC)C(NC(=O)c1ccc(Cl)cc1)=C(Cl)Cl	2	0	101	-2	0	-14	0	-2	1.7
COC(=O)C1=C(c2cc3ccccc3s2)C[C@@H]2CC[C@H]1N2C(=O)N1CCCC1	-1	6	107	3	-2	.	5	.	-3.7
O=C1NC(=O)N(c2ccccc2)C(=O)/C1=C/c1ccc([N+](=O)[O-])s1	10	3	106	-15	-5	-73	-6	-15	5.0
C=C(C)C(Cc1c(OC)ccc(C(=O)/C=C/c2ccc(O)cc2)c1O)OO (stereo not given)	3	2	.	-1	-7	.	-1	.	3.2
O=C1CC(=O)N(c2ccccc2)C(=O)N1	.	2	.	-5	3	.	6	.	7.9
CCN(CC)C(=O)COc1cc(C)cc2oc(=O)c3c(c12)CCCC3	.	5	102	-12	-7	29	4	-4	-0.2
CCCCC(CC)COC(=O)c1ccccc1C(=O)OCC(CC)CCCC (stereo not given)	9	-5	.	-2	-4	.	10	.	7.8
CN1CCN(c2cn[nH]c(=O)c2Cl)CC1	4	1	98	-28	-5	25	-3	-12	8.3
COC(=O)C1=C(c2ccc(S(C)(=O)=O)cc2)C[C@@H]2CC[C@H]1N2C(=O)N1CCCC1	2	3	105	6	-4	.	-3	.	-1.1
COc1ccc(C(CC(C)=O)c2c(O)c3ccccc3oc2=O)cc1OC (stereo not given)	.	4	.	-7	-5	.	.	.	-1.0
N#Cc1cc2c(nc1SCC(=O)Nc1cc(Cl)ccc1Cl)C1CCN2CC1	8	7	114	6	-2	2	0	-3	-2.3
O=c1[nH]c(=O)n(Cc2ccco2)c(O)c1C=NCCN1CCOCC1	-1	-2	98	19	0	15	-3	-3	3.8
CCN1CCN(C(=O)COc2ccc(S(=O)(=O)Nc3ccc(Cl)cc3)cc2)CC1	-1	2	106	-18	0	31	-1	5	2.6
FC(F)(F)c1cccc(NC2=NCCS2)c1	.	-2	.	19	-6	.	.	.	0.3
C[C@]12CCC(=O)C=C1C=C[C@@H]1[C@@H]2CC[C@@]2(C)[C@H]1CC[C@@]2(O)CCC(=O)O	3	-8	.	2	.	.	0	.	2.2
O=[N+]([O-])c1cc(F)c(N2CCCCC2)cc1Br	8	1	88	2	-7	14	9	4	0.3
Clc1cccc(C2NCc3ccccc3-n3cccc32)c1 (stereo not given)	2	-2	104	8	2	8	2	-19	-2.1
CN1[C@@H]2CC[C@H]1CC(OC1c3ccccc3CCc3ccccc31)C2 (stereo not given in full)	0	-19	.	-39	-8	.	1	.	-0.2
Cc1ccc(-n2c(O)c(C=N)c(=O)n(-c3ccc(C)cc3)c2=O)cc1	1	-1	110	2	-10	16	2	-1	-2.3
COc1ccc(N2C(=O)/C(=C/c3ccc(OC)c(OC)c3)C(=O)NC2=S)cc1	.	-1	99	19	-1	10	0	1	-1.4
CCCNC(=O)N1[C@H]2CC[C@@H]1C(C(=O)OC)=C(c1cc3ccccc3o1)C2	1	3	107	5	-5	.	2	.	-0.6
Cc1nn(Cc2ccccc2)c(C)c1C(=O)OCC(=O)NCc1ccco1	0	16	102	-2	-2	5	2	4	-2.7
O=C(COC(=O)Cc1ccccc1)NNC(=O)c1ccc([N+](=O)[O-])cc1	-2	19	.	10	4	.	3	.	-2.1
CN1CCN(c2ccc([N+](=O)[O-])c3cccnc23)CC1	6	0	.	-9	-10	6	1	-7	-1.1
CCC1(C)CN(S(=O)(=O)OCC(Cl)(Cl)Cl)C(=O)N1 (stereo not given)	5	1	97	-7	-2	-41	2	5	-1.8
C=C1C(C)C2C(Cc3ccccc3)NC(=O)C23C(OC(C)=O)C=CC(C)(O)CC(C)CC=CC3C1O (stereo not given)	.	7	.	-17	-2	.	6	.	2.5
CCN1CCN(C(=O)COc2ccc3c(c2)C(=O)CC2(CCN(C(C)=O)CC2)O3)CC1	2	2	99	-13	0	11	5	-4	0.6
S=C1NCCN1	-1	-11	91	-3	.	-4	4	-5	0.6
CC(C)c1ccc(N2C(=O)NC(=O)/C(=C\c3cnc(-c4ccccc4)nc3)C2=O)cc1	-5	10	96	-26	2	23	5	-7	5.8
Cc1cc(N(CCCl)CCCl)ccc1C=NNC(=O)c1cccnc1	.	5	.	-3	-2	.	4	.	-3.2
Nc1ccc(S(=O)(=O)N2CCCCC2c2cccnc2)cc1 (stereo not given)	0	0	104	3	-2	-15	6	-4	-0.7
Cn1c(O)c(/C=C2/C=CC=N2)c(=O)[nH]c1=O	-3	-2	97	-17	3	-4	6	5	-0.5
O=C1C2CCCN2C(c2ccccc2)N1c1ccccn1 (stereo not given)	-4	-2	95	-1	1	4	1	1	0.1
CC1=CC(=C2C(=O)NC(=O)NC2=O)C=C(C(F)(F)F)N1Cc1ccccc1	-4	7	101	27	7	42	2	-1	2.1
NC(=O)c1ccc(N=Nc2c(O)[nH]c(=O)[nH]c2=O)cc1	1	.	100	.	.	-20	.	6	.
CCCOc1ccccc1OCC(=O)N1CCN(CC(=O)N2CCOCC2)CC1	.	3	.	0	5	.	.	.	2.8
CC(C)CC1C(C#N)=C(N)Oc2c1c(=O)oc1ccccc21 (stereo not given)	2	-4	111	-17	-3	-7	1	-9	-4.7
CCCC(=O)OCC[N+](C)(C)C	-2	-5	73	-1	.	4	1	-9	-1.6
COC(=O)C1=C(c2cccc(C#N)c2)C[C@@H]2CC[C@H]1N2C(=O)NCc1cccc2ccccc12	-1	11	.	-4	-4	.	7	.	0.8
Cn1cccc1CNCCc1ccccc1	0	.	94	.	.	3	.	5	.
CCOC(=O)CNC(=O)N1Cc2ccccc2-n2nncc2C1	.	5	.	-2	2	.	.	.	0.1
CCOC(=O)C1(c2ccccc2)CCN(Cc2cccc(C(=O)O)c2)CC1	-3	5	107	11	-4	-30	0	-8	1.0
COc1ccc(CNCCc2ccc3c(c2)OCO3)cc1Br	0	-2	98	-14	-5	30	6	4	0.7
COC(=O)C1=C(c2cccc(OCc3ccccc3)c2)C[C@@H]2CC[C@H]1N2C(=O)NCc1ccc(N(C)C)cc1	4	-5	.	9	2	.	1	.	-0.9
CCN(CC)CCCOC(=O)C(OC)(c1ccccc1)c1ccccc1	0	-20	103	12	-3	-5	6	-3	-0.2
OC(c1ccccc1)(c1ccccc1)C1CN2CCC1CC2 (stereo not given)	-4	-21	92	1	-6	57	-3	-7	-2.3
CC1CCCCC12C(=O)NC(=O)NC2=O (stereo not given)	.	-2	.	-18	-2	.	4	.	2.9
O=c1cccc2n1CC1CC2CN(c2ncnc3c2cnn3-c2ccc(Cl)cc2)C1 (stereo not given)	3	4	106	7	-2	5	4	-9	-0.7
CC(=O)N1CCN(c2ccc(N=Cc3c(O)n(-c4ccc(Cl)cc4)c(=O)[nH]c3=O)cc2)CC1	-1	4	100	-3	-1	15	5	-8	-0.9
CS(=O)(=O)N1CCN(C(=N)N[N+](=O)[O-])CC1	-5	9	101	10	3	42	-1	-5	-0.6
COc1ccc(CCNCc2ccncc2)cc1OC	-7	2	106	8	-4	9	-1	-4	0.4
C#CCN1CCN(c2cccc(C(F)(F)F)c2)CC1	0	-2	93	-5	1	57	8	9	0.2
Cc1nn(Cc2ccccc2)c(C)c1C(=O)O	0	-1	103	8	-5	19	2	-2	1.2
c1cc2n(c1)-c1c(ccc3c1OCO3)CNC2c1ccc2c(c1)OCO2 (stereo not given)	3	-16	91	-23	-5	2	1	-1	0.2
C[N+](C)(C)CCOC(=O)CBr	0	0	.	16	-3	.	0	.	-1.0
CC12CCC(O)CC1CCC1C2CCC2(C)C(C3=CC(=O)OC3)C(O)CC12O (stereo not given)	.	2	.	26	12	.	6	.	0.4

Laid out differently: 4 of the compounds above
Every second line gives: IDE inh	M4 PAM	MEKK3 PB1 HTS	CRFBP-R2 block	GalR3 antag	PHOSPHO1 block	IDE act	p-CIP stab down	CRFBP-R2 agonist
- COc1ccc(CNCCc2ccc3c(c2)OCO3)cc1Br
→ 0	-2	98	-14	-5	30	6	4	0.7
- COC(=O)C1=C(c2cccc(OCc3ccccc3)c2)C[C@@H]2CC[C@H]1N2C(=O)NCc1ccc(N(C)C)cc1
→ 4	-5	.	9	2	.	1	.	-0.9
- CCN(CC)CCCOC(=O)C(OC)(c1ccccc1)c1ccccc1
→ 0	-20	103	12	-3	-5	6	-3	-0.2
- OC(c1ccccc1)(c1ccccc1)C1CN2CCC1CC2 (stereo not given)
→ -4	-21	92	1	-6	57	-3	-7	-2.3

Further entries:
SMILES	IDE inh	M4 PAM	MEKK3 PB1 HTS	CRFBP-R2 block	GalR3 antag	PHOSPHO1 block	IDE act	p-CIP stab down	CRFBP-R2 agonist
Cc1ccccc1NC(=O)COC(=O)c1cc(C)n(C2CC2)c1C	0	4	.	-8	-8	.	2	.	-2.7
CCOC(=O)C1CCN(Cc2ccc(Cl)nc2)CC1	-4	-2	103	-3	-4	28	5	-3	3.0
COc1ccc(-c2cc(C(=O)N3CCC4(CC3)OCCO4)c3ccccc3n2)cc1	4	-9	97	-11	-1	7	0	15	-1.6
O=c1[nH]c(=S)n(-c2ccc(Br)cc2)c(O)c1C=Nc1ccc(N2CCOCC2)cc1	2	-6	100	-85	3	8	-4	-2	34
ClC1=CCC2CN(CCN3CCCCC3)CC2C1 (stereo not given)	-1	-1	104	-5	-4	-50	4	-4	-1.3
Cc1cc(/C=C2\C(=O)NC(=O)N(Cc3ccccc3)C2=O)c(C)n1C1CC1	4	7	94	-9	-3	8	4	-18	3.6
Cc1ccc(/C=C2\C(=O)NC(=S)N(c3ccc(F)cc3)C2=O)s1	-1	0	100	-23	6	25	-4	-13	3.7
CCN(CC)C(=O)c1ccc(NC(=O)c2cccc(C(F)(F)F)c2)cc1	4	1	97	14	1	16	2	0	0.5
O=c1cc(C2CCNCC2)[nH][nH]1	2	-4	100	9	-1	12	6	0	-0.6
CCSC1=NN1c1cc(C)nc(N)n1	-2	1	103	0	-9	-2	6	-14	0.9
COc1cc2nc(N3CCN(C(=O)[C@@H]4CCCO4)CC3)nc(N)c2cc1OC	2	-8	101	-4	.	31	6	0	-1.1
COc1ccc(Cl)cc1N=Cc1c(O)n(C)c(=O)n(C)c1=O	-1	3	104	-5	-12	.	4	-1	-1.2
O=C(c1ccccc1)c1cn(CC(=O)N2CCCc3ccccc32)c2ccccc12	1	-12	103	-2	-5	7	1	-3	0.5
CCOC(=O)CC1=C(C(=O)OCC)C2(C(=O)Nc3ccccc32)C(C#N)=C(N)O1 (stereo not given)	4	2	104	-12	-3	28	-1	-5	-2.3
CCN1CCN(Cc2cc(OC)c(OC)cc2[N+](=O)[O-])CC1	-5	.	102	16	-7	15	.	1	0.8
Clc1ccc(NC2=NCCCS2)cc1Cl	3	-6	104	-13	-11	0	7	4	1.2
COc1ccccc1C(=O)Nc1ccc2c(c1)CC1(C(=O)N(C)C(=O)N(C)C1=O)C1CCCN21 (stereo not given)	5	9	101	-106	4	37	1	2	182*
